Screening data from PubChem.
14-3-3 Bad PPI = disrupts binding of bovine 14-3-3 zeta to phospho-Bad peptide; AID 781; 0.71% of 220,000 active; P63103; inhibition, % at 21.7 µM; TR-FRET 14-3-3zeta/Dy647-pBad peptide displacement, 1 h;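 active = inhibition above about 70%, limit read from the data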;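 also: 0% = full 14-3-3 plus peptide FRET controls and 100% = background without 14-3-3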
Runt-SMMHC FRET = blocks binding of human RUNX1 Runt domain to CBFb-SMMHC; inhibition, % at 20 µM; Cerulean-Runt/Venus-CBFb-SMMHC FRET ratio 530/480, 1 h; 0.74% of 220,000 active; Q01196+Q13951;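 active = mean inhibition across duplicate retests at 20 µM reaching about 50%, limit read from the data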;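 also: 0% = DMSO wells and 100% = wells with excess untagged CBFb-SMMHC; inhibitors lower the FRET ratio by blocking Runt binding to CBFb-SMMHC; some results filed as inactive read as strong as hits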
Hck-Nef inh = human Hck-Nef kinase inhibition; P08631; 0.68% of 220,000 active; AID 463187; Recombinant Hck-YEEI plus Nef, Z-Lyte FRET kinase assay; inhibition, % at 20 µM;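 active = Hck-Nef kinase inhibition above about 50%, limit read from the data; inactive = inhibition below that limit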;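 also: 0% = DMSO with Hck plus Nef and 100% = Hck alone without Nef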
Wee1 stabilizer = blocks degradation of human Wee1 kinase | 1.2% of 220,000 active | HeLa Luc-Wee1K328M stability, luciferase luminescence; 100% = proteasome inhibitor MG132 effect | P30291 | reporter increase, % at 5 µM;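 active = activation above the mean of all tested compounds plus 3 SD, set per screening run, cut at about 8.8% in these data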;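 also: cells exposed to compound for 20 h before luminescence read; 0% = DMSO alone and 100% = MG132 at 30 µM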
Runt-CBFb FRET = blocks binding of human RUNX1 Runt domain to CBFb. Q01196+Q13951. Cerulean-Runt/Venus-CBFb FRET ratio 530/480, 1 h. inhibition, % at 20 µM. 0.46% of 220,000 active. AID 1496;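 active = inhibition over about 50% at 20 µM in the single-dose screen, limit read from the data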;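 also: 0% = DMSO wells and 100% = excess unlabeled CBFb competitor control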
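Buffer or medium: Tris pH 7.5 buffer with BSA. Assay system: Cerulean-labeled Runt domain protein. Amount: each fluorescent fusion protein 100 nM. Read-out basis: loss of energy transfer signal. Incubation: 1 h compound exposure, room temperature. Probe or stimulus: Venus-CBFb binding partner, 100 nM. Detection: FRET, excitation 422 nm, emission at 530 and 480 nm.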
hK5 inh = blocks human kallikrein 5 protease activity; Q9Y337; recombinant hK5, fluorogenic AMC substrate cleavage; inhibition, % at 5 µM; 0.59% of 210,000 active;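 active = inhibition of 40% or more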;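 also: 0% = enzyme controls without compound and 100% = no-enzyme blanks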
Thrombin inh = thrombin (human) inhibition; AID 1046; inhibition, % at 5 µM; alpha-thrombin, Boc-VPR-AMC fluorogenic substrate cleavage; P00734; 0.26% of 220,000 active;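 active = inhibition at or above 40%; inactive = inhibition below 40%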;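 also: 0% = enzyme with no compound and 100% = wells without enzyme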
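signal = AMC fluorescence, 355/460 nm | material = human alpha-thrombin enzyme | control set = enzyme without compound as high, wells lacking enzyme as low | times = reaction at room temperature | read-out basis = percent inhibition scaled between no-compound controls and no-enzyme blanks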
FXIa inh 1536 = inhibitors of human coagulation factor XIa; purified FXIa, Boc-Glu-Ala-Arg-AMC fluorogenic substrate; inhibition, % at 5 µM; 0.14% of 220,000 active; AID 798;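 active = inhibition of at least 40%; inactive = inhibition below 40%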;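 also: fluorescence of freed AMC excited at 355 nm; 0% = enzyme without compound and 100% = no enzyme blank; many of its hits are not listed in these tables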
FXIIa inh 1536 = inhibitors of human coagulation factor XIIa; P00748; purified FXIIa, Boc-QGR-AMC fluorogenic substrate, 2 h; inhibition, % at 5 µM; 0.3% of 220,000 active; AID 800; in the data active = inhibition above about 40%;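 also: 0% = enzyme with no compound and 100% = blank without enzyme; many of its hits are not listed in these tables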
* marks the source's active call; other numbers are inactive results; · = not tested or not shown; [ ] = another dose, or the depositor's remark.

14-3-3 Bad PPI	Runt-SMMHC FRET	Hck-Nef inh	Wee1 stabilizer	Runt-CBFb FRET	hK5 inh	Thrombin inh	FXIa inh 1536	FXIIa inh 1536	structure
3	3	14	5	-1	2	1	1	15	Cc1ccc(NC(=O)C(C)NC(=O)OCc2ccccc2)cc1C (centres undefined)
-19	0	0	-1	2	-20	-11	4	15	Cn1nc(OC(=O)Nc2ccc(Cl)cc2)cc1C(F)(F)F
6	2	1	-2	0	-16	-8	-32	-1	C[n+]1ccn(CC(=O)c2ccc(Cl)cc2)c1
-16	-4	-4	1	1	-3	6	-1	8	CCN(CC)S(=O)(=O)c1cc(NC(=O)c2ccc(Br)s2)ccc1C
-5	-11	0	4	0	-3	-10	-1	-2	CC(C)CC(=O)NC(=S)NCc1ccccc1
1[fluorescence artefact?]	-2	4	0	3	-9	-4	-2	8	CC(C)C(=O)NC(=S)Nc1ccc(S(=O)(=O)NC(C)(C)C)cc1
2	62*	9	-1	61*	-19	-12	-2	9	COc1cc2ccc(=O)oc2c(O)c1OCC=C(C)C
1	-3	4	0	2	-1	-9	-8	-2	COc1cc(C(=O)Nc2ccc3c(c2)Cc2cc(NC(=O)c4cc(OC)c(OC)c(OC)c4)ccc2-3)cc(OC)c1OC
-8	2	-1	-1	0	1	6	-1	11	COc1cccc(N(C(=O)C2CSC(=O)C2)C(C(=O)NC(C)(C)C)c2ccncc2)c1 (centres undefined)
4	-3	2	-1	1	10	-4	22	24	O=C(Nc1cccc(F)c1)c1cc(S(=O)(=O)NCCC2=CCCCC2)ccc1F
-12[fluorescence artefact?]	0	14	0	0	4	2	1	5	COc1ccc(C)cc1NC(=O)CN(C)S(=O)(=O)c1cccs1
-1	1	15	1	-1	-15	-8	-2	17	N#Cc1ccc(NC(=O)N2CCC(c3nc4c(nnn4Cc4cccc(Cl)c4)c(=O)[nH]3)CC2)cc1
-11	0	17	3	0	1	-1	0	4	Cc1ccsc1/C=N\NC(=O)CC(=O)NCc1ccccc1
-2	0	15	0	-2	·	2	6	13	CC(C)(C)c1ccc(C(=O)O)c(C(=O)c2ccccc2)c1
-5[fluorescence artefact?]	0	2	1	1	8	3	3	10	Cn1c(SCC(=O)N2CCCc3ccccc32)nnc1-c1ccccc1
3[fluorescence artefact?]	-1	15	-4	2	-62	-12	-3	-5	O=C(Nc1cc2c(ccc3ccccc32)oc1=O)C1CCCCC1
5	0	2	0	-1	15	0	-3	13	COc1ccc(C(=O)NC2(C(F)(F)F)N=C3SCCN3C2=O)cc1 (centres undefined)
2	2	0	-1	0	-2	-18	5	5	CC1CCN(C(=O)CSc2nc3[nH]ncc3c(=O)[nH]2)CC1
2	2	0	-3	0	-4	-8	-8	4	Cc1ccc2c(c1)NC(=O)C(CC(=O)Nc1ccc(CN3CCC(C)CC3)cc1)O2 (centres undefined)
7	-1	0	2	0	3	1	-5	-8	Cc1ccc(COc2coc(CO)cc2=O)cc1
-2	21	-13	1	-1	16	41*	35	·	COc1cc(OC)cc(-c2n[nH]c(=S)n2-c2ccc3c(c2)OCCO3)c1
-4	2	2	-4	1	10	-4	1	10	COCCN(C(=O)C(F)(F)F)C(C(=O)NC1CCCCC1)c1ccco1 (centres undefined)
8	-2	4	-3	-1	-14	2	6	15	O=C(CNS(=O)(=O)c1ccc(F)cc1)N1CCN(c2ccccc2)CC1
-12	1	-15	2	-3	-4	-5	-3	1	Cc1ccccc1NC(=O)c1c2c(nc3ccccc13)CCC2

Reformatted as comma-separated lines: 5 of the compounds above.
SMILES,14-3-3 Bad PPI,Runt-SMMHC FRET,Hck-Nef inh,Wee1 stabilizer,Runt-CBFb FRET,hK5 inh,Thrombin inh,FXIa inh 1536,FXIIa inh 1536
COc1ccc(C(=O)NC2(C(F)(F)F)N=C3SCCN3C2=O)cc1 (centres undefined),5,0,2,0,-1,15,0,-3,13
CC1CCN(C(=O)CSc2nc3[nH]ncc3c(=O)[nH]2)CC1,2,2,0,-1,0,-2,-18,5,5
Cc1ccc2c(c1)NC(=O)C(CC(=O)Nc1ccc(CN3CCC(C)CC3)cc1)O2 (centres undefined),2,2,0,-3,0,-4,-8,-8,4
Cc1ccc(COc2coc(CO)cc2=O)cc1,7,-1,0,2,0,3,1,-5,-8
COc1cc(OC)cc(-c2n[nH]c(=S)n2-c2ccc3c(c2)OCCO3)c1,-2,21,-13,1,-1,16,41*,35,·

Further compounds.
14-3-3 Bad PPI	Runt-SMMHC FRET	Hck-Nef inh	Wee1 stabilizer	Runt-CBFb FRET	hK5 inh	Thrombin inh	FXIa inh 1536	FXIIa inh 1536	structure
-6	-8	0	0	-2	-9	-2	5	16	Cc1csc(NC(=O)CSc2nnc(CCNC(=O)c3cccs3)n2C)n1
10	-7	-3	1	0	7	0	-17	13	COC(=O)c1ccccc1NC(=O)CN1CCC(NC(=O)c2ccc(C)cc2)CC1
-6	0	17	-4	0	-2	-3	-3	9	CC(=O)Nc1ccc(C(=O)N2CC(=O)NC(=O)C2)cc1
0	-1	2	0	-1	-10	-17	-3	6	CCOc1ccc(N2CC(C(=O)Nc3cc(C)on3)CC2=O)cc1 (centres undefined)
-2	2	4	5	2	·	2	1	10	CC(C)(C)NC(=O)Nc1ccc(F)c(Cl)c1
-2	4	2	1	0	-6	3	4	16	Cc1noc(C)c1CSc1nnc2scc(-c3ccccc3)n12
-10	0	28	3	-2	3	0	0	8	CN(C)C(CNC(=O)Cc1ccc([N+](=O)[O-])cc1)c1ccccc1 (centres undefined)
63	1	91*	-1	-2	6	4	0	12	NC(=O)c1c(NC(=O)Cn2nc(C(=O)O)c3ccccc3c2=O)sc2c1CCC2
-4	-28	2	6	-15	-4	-7	0	-2	Fc1ccc(/C=N/NC2=Nc3cccc4cccc2c34)cc1
-2	-2	2	-2	2	-6	-3	-2	10	Cc1ccc(-c2c[n+](CC(=O)N3c4ccccc4Sc4ccccc43)c3n2CCC3)cc1
-9	0	6	-1	15	16	-2	0	6	COc1ccc(C(C)=O)cc1CSc1nc2nc(C)cc(C)n2n1
46	-8	4	-2	1	13	0	-1	9	CCOC(=O)c1c(C)[nH]c(C(=O)COC(=O)c2ccc(N3CCCC3=O)cc2)c1C
0	0	3	0	-4	-16	-9	1	4	Cn1c(=O)c2c(nc(N/N=C/c3ccc(OC(=O)c4ccco4)cc3)n2Cc2ccccc2Cl)n(C)c1=O
7	0	-39	7	1	0	-4	-3	·	COc1ccc(CCN(C)CC(O)c2ccccc2)cc1OC (centres undefined)
2	-6	5	0	-2	-11	-2	-7	-1	COc1ccccc1NC(=S)NC(C)=O
3	1	-7	4	2	13	18	8	18	CCOC(=O)Cc1csc(NC(=O)Nc2ccc(C)cc2)n1
4	-3	-1	-1	-3	-16	3	-3	-1	O=C(OCC(=O)N1CCCc2ccccc21)c1ccc(Br)o1
-11	4	23	-4	1	-10	-22	-5	7	CO/N=C(/C)CCS(=O)(=O)c1ccccc1
-8	-5	-2	0	-7	1	-5	3	11	COc1ccccc1N1CCN(CC(=O)Nc2ccc(C)c(F)c2)CC1
3	2	-2	0	-4	-92	-2	2	8	Cc1ccccc1NC(=S)c1nc2ccccc2[nH]1
1	2	13	0	1	-15	-1	6	-4	CCn1nc(C)c(NC(=O)CSc2nnc(-c3ccco3)n2C)c1C
-1	-1	23	-2	0	2	7	5	7	Cc1cc(C)n2nc(C(=O)N/N=C/c3ccc(Cl)cc3)nc2n1
3	-8	3	-1	-1	16	-9	-1	-2	CNC(=O)CSc1nnc(CCc2ccccc2)n1-c1ccccc1
-1	0	0	4	1	-4	-5	-8	9	COc1ccc(NC(=O)Nc2ccccc2C)c(OC)c1
-3	0	3	4	1	-7	-1	-2	3	Cc1cc(NC(=O)CSc2ncnc3c2cnn3-c2cccc(Cl)c2)no1
20	1	-17	11*	27	1	0	-1	4	O=C(c1ccc(-c2ccc([N+](=O)[O-])cc2Cl)o1)N1CCOCC1
8	12	22	-2	-13	-1	-2	1	8	C=CC#CC1(O)CC(C)[N+](C)(C)CC1C (centres undefined)
-3	1	-3	-1	-2	·	-6	1	3	NC(=O)[C@@H]1CCCN1Cc1nc(Cc2ccccc2F)no1
-1	-1	14	·	2	4	2	3	6	CCCCCCCN1C=CC(=O)CC1
-9	45	21	3	48	-2	-6	-5	4	COC(=O)Nc1sc2c(c1C(N)=O)CCC(C)C2 (centres undefined)
-10	-3	5	3	-2	-5	-4	3	10	COC(=O)c1ccc2c(=O)n(-c3ccccc3)c(SCN3C(=O)c4ccccc4C3=O)nc2c1
-13	-4	0	2	0	2	0	-4	-4	Cc1ccc(NCCC(=O)c2ccc(Cl)cc2)cc1
4	1	-2	-2	-2	-10	-1	6	12	CCCNCC(O)COc1ccccc1C(=O)CCc1ccccc1 (centres undefined)
9	-8	-3	0	2	-6	-7	-6	5	COc1ccc(NC(=O)CSc2n[nH]c(N)n2)cc1OC
1	1	16	1	-1	9	14	26	20	Cc1ccc(S(=O)(=O)N(C)C)cc1NC(=S)NCCc1ccccn1
-1[fluorescence artefact?]	-10	9	-4	-11	5	2	8	14	CCOc1ccc(/C=C2/C(=O)N(c3ccc(OC)cc3)C(=S)N2CC(=O)OC)cc1OCC
-14[fluorescence artefact?]	1	71*	-1	17	-6	-9	-4	7	Nc1ncnc2oc(-c3ccco3)c(-c3ccco3)c12
-16	4	1	0	1	-23	-1	-10	9	CNC(=O)CCCc1nc(-c2ccccc2Cl)no1
-9	2	7	-1	0	-21	-3	7	12	CC(/C=C/c1cccc([N+](=O)[O-])c1)=N/NC(=O)c1cccnc1
-3	-9	24	-3	-4	-3	-9	-3	7	CC(OC(=O)c1oc2ccccc2c1COc1ccccc1)C(N)=O (centres undefined)
-11	0	1	2	1	·	-4	1	8	CN1CCC(N(C)C(=O)Cc2ccccc2[N+](=O)[O-])CC1
14[fluorescence artefact?]	2	1	-1	-2	-14	-2	-4	0	CC(=O)OC(Cn1ccnc1)c1ccccc1 (centres undefined)
-8[fluorescence artefact?]	-4	2	0	1	-25	-17	-6	-4	COc1ccc(NC(=O)c2cc(S(=O)(=O)N(Cc3ccccc3)c3ccccc3)ccc2Cl)cn1
-6	3	23	5	-2	2	-1	-1	9	CCOC(=O)C1(Cc2ccccc2)CCN(Cc2cccc3nccnc23)CC1
-3	80*	12	-1	66*	-32	3	0	8	CN1CC=C2C(C#N)=C(N)C(C#N)(C#N)C(c3ccsc3)C2C1 (centres undefined)
8	2	-20	-2	0	-15	0	3	10	O=C(COc1cc(Cl)ccc1Cl)Nc1ccc2c(c1)CCC2
-4	1	18	1	2	-6	-2	-4	2	CSCC(C)N1CCC(CO)(CCCc2ccccc2)CC1 (centres undefined)
-7	-2	4	-2	0	-1	-9	-6	-5	O=C(CS(=O)(=O)Cc1ccccc1)N1CCc2ccccc21
-3	-5	8	0	-1	-9	2	-6	3	O=C(CCc1ccccc1)Nc1cccc([N+](=O)[O-])c1
-3	-1	3	4	4	-2	-5	4	11	COc1ccccc1NC(=S)N/N=C/c1cccc(C)c1
